Bioassay records: PubChem BioAssay, National Center for Advancing Translational Sciences (NCATS)
DT40 TDP1 CPT: qHTS for Inhibitors of human tyrosyl-DNA phosphodiesterase 1 (TDP1): qHTS in cells in presence of CPT | hit rate 12% among 420,000 | Potency, µM (series often up to 46.2 µM), for the others: top-dose activity change, negative = growth inhibition, most hits filed as inhibitors | chicken DT40 Tdp1-/-;hTDP1 cells + 20 nM CPT, ATP luminescence, 48 h; further: nearly all actives have a fitted effect of over 55% in size
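Chicken DT40 Tdp1-/- cells complemented with human TDP1, 400 cells/well, exposed to compounds plus 20 nM camptothecin for at least 48 h at 37 C; viability read as ATP content by CellTiter-Glo luminescence.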
DT40 TDP1 no CPT: qHTS for Inhibitors of human tyrosyl-DNA phosphodiesterase 1 (TDP1): qHTS in cells in absence of CPT | Potency, µM (titrated, usually from 46.2 µM), for inactives: top-dose activity change, negative = growth inhibition, usual class: inhibitors | hit rate 15% among 420,000 | DT40 Tdp1-/- hTDP1 cells, no CPT, ATP luminescence, 48 h; further: nearly all actives have a fitted effect of over 55% in size
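Cells were dispensed at 400 per well, compounds added by pin tool, plates incubated ≥48 hr at 37 °C, then CellTiter-Glo added for 30 min at room temperature before luminescence reading. Line: DT40 Tdp1-/- complemented with hTDP1; camptothecin omitted.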
TDP1 block: qHTS Assay for Inhibitors of Tyrosyl-DNA Phosphodiesterase (TDP1). Tyrosyl-DNA phosphodiesterase 1 (Homo sapiens), Q9NUW8. recombinant TDP1, AlphaScreen DNA substrate cleavage. Potency, µM (titrated, usually from 130 µM), for inactives: at the top dose activity change, negative = inhibition, actives largely listed as inhibitors. hit rate 0.28% among 350,000. AID 485290, 2010; further: nearly all actives have a fitted effect of over 40% in size
Target sequence (Q9NUW8 whole entry, looked up): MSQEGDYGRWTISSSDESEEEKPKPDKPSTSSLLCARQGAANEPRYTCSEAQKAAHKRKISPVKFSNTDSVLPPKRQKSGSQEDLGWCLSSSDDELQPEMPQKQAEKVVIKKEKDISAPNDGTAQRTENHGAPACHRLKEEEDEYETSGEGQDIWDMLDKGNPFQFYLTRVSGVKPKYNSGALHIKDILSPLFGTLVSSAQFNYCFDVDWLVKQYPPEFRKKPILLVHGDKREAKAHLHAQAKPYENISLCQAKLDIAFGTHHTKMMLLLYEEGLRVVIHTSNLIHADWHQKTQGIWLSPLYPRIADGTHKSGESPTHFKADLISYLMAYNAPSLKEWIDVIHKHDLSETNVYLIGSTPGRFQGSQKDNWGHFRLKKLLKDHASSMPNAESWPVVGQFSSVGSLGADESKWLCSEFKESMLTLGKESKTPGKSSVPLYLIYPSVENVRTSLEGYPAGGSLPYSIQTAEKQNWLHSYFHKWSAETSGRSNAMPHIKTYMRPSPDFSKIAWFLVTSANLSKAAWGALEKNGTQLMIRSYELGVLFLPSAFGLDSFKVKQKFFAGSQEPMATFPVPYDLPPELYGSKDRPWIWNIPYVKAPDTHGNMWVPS
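Here, a 5' biotin and 3' phosphotyrosine-FITC DNA oligonucleotide reports Tdp1 activity: intact substrate bridges AlphaScreen beads, while cleavage leaves a 3' phosphate and drops signal. All incubations at room temperature.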
* hit, by the source's call; ? = inconclusive; . = no result given; [ ] = dose if it differs, or a comment. The call rests on the fitted dose curve; in most records, active means well fitted curve in the direction sought with a large enough effect; inconclusive means small, poorly fitted or top-dose-only effect, or another doubt; inactive means no such curve, though single readings can be large; an effect the other way counts as inactive or inconclusive. On the % scale 0 is the no-effect control and ±100 the full control effect; potency means the concentration at half of the fitted maximal effect.

SMILES | DT40 TDP1 CPT | DT40 TDP1 no CPT | TDP1 block
Clc1ccc(CN2C3=NCCCN3c3ccccc32)c(Cl)c1 | ? | ? | .
COC(=O)C1=C(C)NC(=O)NC1/C=C/c1ccccc1 (stereo not drawn) | -9% | 1% | 1%
COc1ccccc1C(=O)NCCC(=O)NCCCSc1ccccc1 | -17% | -7% | -4%
O=c1[nH]c2cccnc2n1-c1ccc([N+](=O)[O-])cc1 | -7% | 28% | .
Cc1cccc(-n2nc3c(c2NC(=O)CCC2CCCCC2)CS(=O)C3)c1C (stereo not drawn) | -5% | -14% | 0%
COc1ccc(C[C@H]2CN3C(=NC[C@@H]3C(C)C)N2CCNC(=O)c2ccc(C)c(Br)c2)cc1 | 9.2µM* | 8.2µM* | 1%
O=C(NC(=S)N1CCCc2ccccc21)c1ccccc1 | -13% | 0% | 8%
COc1ccc(NC(=O)COc2ccc(/C=C/c3cccc[n+]3C)cc2OC)cc1 | 0% | -10% | .
Cc1ccccc1NC(=O)CSc1nc2ccc(NC(=O)COc3ccccc3F)cc2s1 | 13µM* | 10µM* | -4%
CSc1ncc(CN2CCC(C(=O)Nc3cccc(-c4cscn4)c3)CC2)cn1 | ? | ? | 1%
CCn1cc2c(n1)-c1c(oc(C(=O)Nc3ccc(Br)cc3F)c1C)CC2 | ? | 21µM* | -12%
CN(C)S(=O)(=O)c1cccc(-c2nn(-c3ccccc3)cc2/C=C(/C#N)C(=O)NCc2ccco2)c1 | 18µM* | ? | -4%
CC(=O)Nc1ccc(S(=O)(=O)N(C#N)c2nc(N(C)C)nc(N(C)C)n2)cc1 | 12% | 4% | .
Cc1ccc(S(=O)(=O)N2CCN(Cc3nc4ccccc4n3C)CC2)cc1 | -5% | -18% | 4%
Brc1ccc2ncnc(NCc3ccco3)c2c1 | 21µM* | 18µM* | 2%
Cc1ccc(/C=C2/SC(=S)N(CCC(=O)N3CCOCC3)C2=O)cc1 | 12µM* | 16µM* | -2%
COc1ccc(C(C)=O)cc1COC(=O)[C@H](Cc1ccccc1)NC(=O)c1ccco1 | 8% | 5% | 0%
O=C(NNC(=O)C1CC(=O)N(Cc2ccccc2)C1)c1ccc(F)cc1 (stereo not drawn) | 9% | 1% | .
Cc1ccc(S(=O)(=O)N2CCN(C(=O)CCCOc3cccc(C)c3)CC2)cc1 | -26% | -30% | 1%
NC(N)=NCCCCN=C(N)N | ? | ? | 5%[56.1 µM]
O=C1C=C(O)CC(c2cccs2)C1 (stereo not drawn) | -2% | -4% | -2%
Cc1nc2ccccc2n1CC(=O)NC1CCCC1 | -9% | -18% | 6%
COc1cccc(Oc2nc3c(c(=O)n(Cc4ccccc4F)c(=O)n3C)n2C)c1 | -28% | ? | -5%
COc1ccc(C2NN=C(c3ccc(C)cc3)S2)cc1OC (stereo not drawn) | -14% | -28% | 2%
Cc1ccc(C(=O)NCC(=O)N2CCCC(C(F)(F)F)C2)s1 (stereo not drawn) | 6% | 2% | .
CCOC(=O)C1(Cc2ccccc2)CCN(Cc2nccn2CC)CC1 | ? | ? | .
COc1cc(C)cc2c1OC(c1ccccc1)CC2=O (stereo not drawn) | ? | ? | .
Cc1ccc(S(=O)(=O)CC(=O)Nc2nnc(C(C)C)s2)cc1 | 5% | 2% | 5%
CCc1ccc(/C=C2\SC(N3CCOCC3)=NC2=O)cc1 | ? | ? | 3%
Cc1ccc2c(c1)CN(CCNC(=O)c1cccc(Cn3cccn3)c1)CC(C)O2 (stereo not drawn) | 4%[9.04 µM] | -1% | .
CC(C)C(=O)N(c1ccc2oc(=O)sc2c1)S(=O)(=O)c1ccccc1 | ? | ? | 6%
N#C/C(=C1/CCCN1)c1ccccn1 | -7% | 5% | 1%
CSCCC(NS(=O)(=O)c1ccc(C)cc1)C(=O)N(C)CC(=O)Nc1ccccc1Br (stereo not drawn) | ? | ? | .
CCC(CC)C(=O)Nc1ccccc1C(=O)OCc1cc(=O)n2nc(C3CCCCC3)sc2n1 | ? | ? | -4%
COC(=O)c1ccc(OC(=O)CS(=O)c2ccccc2[N+](=O)[O-])cc1 (stereo not drawn) | ? | 26µM* | .
COC(=O)c1c(NC(=O)C(=O)NCCCN2CCOCC2)sc2c1CCCC2 | -2% | ? | 8%
CN(C)c1ccc(NC(=O)CSC2=Nc3ccccc3C3=NC(CC(=O)NCc4ccc5c(c4)OCO5)C(=O)N23)cc1 (stereo not drawn) | ? | ? | 9%
CCN1CCN(c2ccc(S(=O)(=O)N3CCOCC3)cc2NC(=O)c2ccc(C)c(C)c2)CC1 | ? | ? | .
CC(C)Oc1ccc(CCC(=O)N/N=C/c2ccncc2)cc1 | -29% | ? | 8%
Cc1cc(C)cc(C(=O)NCCC(=O)NCc2cc(=O)n(C)c(=O)n2C)c1 | 4% | 10% | 2%

Single records, from the list above. Order of values: DT40 TDP1 CPT	DT40 TDP1 no CPT	TDP1 block
COc1cccc(Oc2nc3c(c(=O)n(Cc4ccccc4F)c(=O)n3C)n2C)c1 across the screens: -28%	?	-5%
CSCCC(NS(=O)(=O)c1ccc(C)cc1)C(=O)N(C)CC(=O)Nc1ccccc1Br (stereo not drawn) across the screens: ?	?	.
COC(=O)c1c(NC(=O)C(=O)NCCCN2CCOCC2)sc2c1CCCC2 across the screens: -2%	?	8%
N#C/C(=C1/CCCN1)c1ccccn1 across the screens: -7%	5%	1%

Looked up by structure from the list above, two records:
SMILES | DT40 TDP1 CPT | DT40 TDP1 no CPT | TDP1 block
Clc1ccc(CN2C3=NCCCN3c3ccccc32)c(Cl)c1 | ? | ? | .
COc1ccc(C(C)=O)cc1COC(=O)[C@H](Cc1ccccc1)NC(=O)c1ccco1 | 8% | 5% | 0%

New compounds follow.
SMILES | DT40 TDP1 CPT | DT40 TDP1 no CPT | TDP1 block
C=CC[C@H](CC(=O)NCCO)C(=O)N[C@@H](COC(=O)[C@H](CC=C)CC(=O)OC(C)(C)C)Cc1ccccc1 | ? | -20% | 0%
CCNC(=O)C1CCCN(C(=O)c2ccc(OC)c(OC)c2)CC1 (stereo not drawn) | 20% | 8% | .
O=C(NCCc1c[nH]c2ccccc12)/C(=C/c1ccco1)NC(=O)c1ccco1 | 0% | -9% | 5%
COCCNC(=O)CCn1c(=O)c2cc(OC)c(OC)cc2n(CC(=O)Nc2ccccc2C)c1=O | -11% | -10% | 3%
CCC(C)c1ccc(NC(=O)NCCN2CCCCC2)cc1 (stereo not drawn) | ? | -25% | .
Cc1cccc(NC(=O)c2cc([N+](=O)[O-])ccc2N2CCCCC2)n1 | ? | ? | 8%
O=S(=O)(NCc1ccc2c(c1)OCO2)c1cnc[nH]1 | -21% | 12% | -1%
Cn1c(=O)c2c(ncn2CC(=O)OCC(=O)c2ccc(F)c(F)c2)n(C)c1=O | -17% | 4% | 4%
CCC(=O)NS(=O)(=O)c1cccnc1Nc1ccc(Cl)cc1 | 7% | 1% | 6%
COc1ccc(NS(=O)(=O)c2cc(NC(=O)c3ccccn3)ccc2OC)cc1Br | ? | -4% | 2%
Cc1ccc(-c2nn(CC(=O)NCC3CCCO3)c(=O)c3ccccc23)cc1 (stereo not drawn) | -6% | -13% | 4%
CCOC(=O)C1(Cc2cccc(F)c2)CCN(C(=O)c2cnccn2)CC1 | 12% | -29% | 0%
Cc1c(CCO)c(=O)[nH]n1S(=O)(=O)c1ccc(F)cc1 | -1% | 3% | 4%
CCCn1cc(CN2CCC(Oc3ccc(C(=O)N4CCCC4)cc3)CC2)c(C)n1 | 1% | 4% | 1%
COc1ccc(Oc2ncc3nc(-c4cn(C)c5ccccc45)c(=O)n(C4CC4)c3n2)cc1 | 4% | 10% | .
COc1ccc(NC(=O)CSc2nc(N)c3cc4c(nc3n2)CCCC4)cc1 | ? | 15µM* | 7%
O=C(COc1ccccc1)N1CCN(S(=O)(=O)Cc2ccccc2)CC1 | -12% | -2% | 2%
COc1ccc(-c2nc(Cn3c(SCc4ccc(F)cc4)nc4ccncc43)c(C)o2)cc1OC | ? | 21µM* | 4%
S=C1SCN(Cc2cccs2)CN1Cc1cccs1 | ? | 23µM* | .
CCOC(=O)N1CC=C2C(C#N)=C(N)C(C#N)(C#N)[C@H](c3ccc(OC(C)C)c(OCC)c3)[C@H]2C1 | -114% | ? | 0%
COc1cccc(OC)c1C(=O)N=c1sc2cc(S(C)(=O)=O)ccc2n1C | -10% | -18% | 4%
O=S(=O)(N=C(NS(=O)(=O)c1ccc(Cl)cc1)c1ccccc1)c1ccc(Cl)cc1 | 16% | 0% | 4%
O=C1CC(C(=O)NC2CCCCC2)C(c2ccccc2)O1 (stereo not drawn) | -27% | -2% | 1%
CCOC(=O)C1CCN(C(=O)c2c(-c3c(F)cccc3Cl)noc2C)CC1 | -13% | -15% | 4%
O=C(O)COc1nsnc1N1CCOCC1 | 7% | -3% | -5%
O=C(NCCc1ccccc1Cl)C1CCC(=O)N(C2CCCCCC2)C1 (stereo not drawn) | ? | -1% | 1%
CC1(c2ccncc2)Nc2ccccc2-c2nc3ccccc3n21 (stereo not drawn) | 5% | -1% | -1%
Cc1ccc(CN2C(=O)c3ccccc3C2C(=O)NCc2cccnc2)cc1 (stereo not drawn) | -2% | -16% | -1%
CC(O)c1nc2ccccc2n1CC(=O)Nc1ccc2c(c1)OCCO2 (stereo not drawn) | -1% | 5% | 3%
Cc1cc(N2CCN(c3ccccc3)CC2)nc(-c2ccccc2O)n1 | ? | ? | 9%
Cc1cc(C)cc(NC(=O)c2ccc3c(O)c(S(=O)(=O)c4ccccc4)c(=O)[nH]c3c2)c1 | 12% | 18% | 8%
CC(CCc1ccc(O)cc1)NC1c2ccccc2-c2ccccc21 (stereo not drawn) | ? | ? | .
COC(=O)c1nc2ccc(N3CCOCC3)cc2c(C)c1C(=O)OC | 3% | ? | 1%
COc1ccc(S(=O)(=O)N(CC(=O)NCc2ccco2)c2ccc(C)cc2)cc1OC | 0% | -16% | -3%
C=C(C)CSc1nnc([C@H](CCSC)NC(=O)OC(C)(C)C)o1 | -28% | ? | 6%
COc1ccccc1NC(=O)c1c(NCc2ccc(OC)c(OC)c2OC)sc2c1CCCC2 | ? | ? | 2%
Cc1ccc(C)c(NC(=O)c2ccc3c(O)c(S(=O)(=O)c4ccc(Cl)cc4)c(=O)[nH]c3c2)c1 | 10% | 9% | 0%
CSc1nc2oc3c(c2c2nncn12)CC(C)(C)SC3 | ? | ? | -2%
COc1cc([N+](=O)[O-])ccc1NC(=O)NCC1CCN(Cc2ccc(Cl)cc2)CC1 | ? | ? | .
CN(C)c1ccc(N2C(=NC(=O)CCC3CCCC3)SC3CS(=O)(=O)CC32)cc1 (stereo not drawn) | 2% | -28% | 2%

A few values from the list.
Cc1cc(N2CCN(c3ccccc3)CC2)nc(-c2ccccc2O)n1 in TDP1 block reads 9%
Cc1ccc(CN2C(=O)c3ccccc3C2C(=O)NCc2cccnc2)cc1 (stereo not drawn) in DT40 TDP1 no CPT reads -16%
COC(=O)c1nc2ccc(N3CCOCC3)cc2c(C)c1C(=O)OC in TDP1 block reads 1%

Going on with the list.
SMILES | DT40 TDP1 CPT | DT40 TDP1 no CPT | TDP1 block
CCn1c(=NC(=O)CSC(C)=O)sc2cc(OC)ccc21 | ? | ? | 3%
COc1ccc(/C=N/N2CCN(c3ccc(Cl)cc3)CC2)cc1 | 12% | -2% | .
CC(C)Cn1cc(NC(=O)NCc2ccc(Cl)cc2)c2ccccc2c1=O | ? | 18µM* | 6%
CCSc1cc(N2CCOCC2)nc(-c2ccc(Cl)cc2)n1 | ? | ? | 5%
Cc1cc(C(=O)NCc2cccs2)nn1C | 4% | 7% | 1%
O=C(NCc1ccccc1)N1CCOCC1 | -11% | 17% | 3%
c1ccc(OCCSc2nc3ccccc3o2)cc1 | -3% | -7% | .
Cc1ccc(C)c(N2CCN(c3nccn4nc(-c5ccc(Br)cc5)cc34)CC2)c1 | -4% | 6% | 1%
O=C(Cc1cccc(NC(=O)C2CCCN(C(=O)CCc3ccccc3)C2)c1)Nc1cccc(C(=O)N2CCCC2)c1 (stereo not drawn) | 18µM* | 23µM* | 2%
O=S1c2ccccc2Oc2ccccc21 | 13% | -12% | .
CCOc1ccccc1CN1CCNC(=O)C1CC(=O)NC1CCCCC1 (stereo not drawn) | -6% | -14% | 2%
COc1ccc(C(=O)Nc2ccc(S(=O)(=O)N3CCOCC3)cc2)cc1 | -3% | -21% | .
